# RGS4 inh: inhibitors of human RGS4 | HEK293 M3R/RGS4 inducible, Fluo-4 calcium flux; hits give high values; triggered by carbachol at its EC20 | B-score at 10 µM | 310,000 compounds, 0.45% hits;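 active means B-score, a plate-corrected calcium signal, over three deviations above library mean, with baseline fluorescence within five deviations of library mean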;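 further: RGS4 expression induced by doxycycline in cells with stable M3 receptor; B-score is computed from the integrated fluorescence ratio over baseline after carbachol; higher B-score means a larger calcium signal and so more RGS4 inhibition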
# Target sequence (P49798 whole entry, looked up): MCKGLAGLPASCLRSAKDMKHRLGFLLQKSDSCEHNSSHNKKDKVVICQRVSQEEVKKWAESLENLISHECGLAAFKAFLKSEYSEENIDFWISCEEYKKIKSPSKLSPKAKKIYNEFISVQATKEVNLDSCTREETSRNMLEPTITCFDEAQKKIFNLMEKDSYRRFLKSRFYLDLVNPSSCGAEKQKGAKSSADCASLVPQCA
# KCNQ1 inh: inhibitors of human KCNQ1 potassium channel. P51787. AID 2642. 310,000 compounds, 1.3% hits. CHO-K1 KCNQ1, FluxOR thallium flux fluorescence; hits give high values. B-score at 10 µM;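 active means compounds whose thallium flux B-score, printed positive for inhibition, exceeds three library SD while starting fluorescence stays within three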;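 further: channel opened by potassium depolarization with thallium stimulus after 20 min compound exposure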
# TMEM16A act: activators or potentiators of mouse TMEM16A chloride channel; Q8BHY3; HEK293 TMEM16A/YFP-H148Q/I152L, iodide quench fluorescence; hits give low values; B-score at 10 µM; 340,000 compounds, 0.3% hits;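 active means fluorescence-ratio B-score plate-corrected deviation score at least 3 library SD below zero, with starting fluorescence score within 5 deviations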;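 further: channel opened by trigger with iodide after compound preincubation; score built on the fluorescence ratio of max minus min over baseline; more negative score means more quench and so TMEM16A activation or potentiation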
# ANO1 block: blocks the mouse calcium-activated chloride channel TMEM16A; Q8BHY3; HEK293 TMEM16A/YFP iodide influx fluorescence, ionomycin; normalized B-score (activity score, 25-100; higher = stronger inhibition) at 10 µM; 310,000 compounds, 1.2% hits;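 active means ratio plate-corrected score three or more library SD toward inhibition, starting fluorescence score within five deviations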;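 further: score derived from kinetic fluorescence span divided by baseline fluorescence per well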
# KCNK9 inh: inhibitors of human KCNK9 two-pore domain potassium channel. HEK293 KCNK9, FluxOR thallium flux fluorescence; hits give low values. B-score at 10 µM. 310,000 compounds, 1.2% hits. AID 488922;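 active means ratio B-score over 3 SD below the library mean, with starting fluorescence within 5 SD of its mean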;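 further: negative B-score means less thallium flux so channel inhibition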
# Target sequence (Q9NPC2 whole entry, looked up, the tested form may be a part): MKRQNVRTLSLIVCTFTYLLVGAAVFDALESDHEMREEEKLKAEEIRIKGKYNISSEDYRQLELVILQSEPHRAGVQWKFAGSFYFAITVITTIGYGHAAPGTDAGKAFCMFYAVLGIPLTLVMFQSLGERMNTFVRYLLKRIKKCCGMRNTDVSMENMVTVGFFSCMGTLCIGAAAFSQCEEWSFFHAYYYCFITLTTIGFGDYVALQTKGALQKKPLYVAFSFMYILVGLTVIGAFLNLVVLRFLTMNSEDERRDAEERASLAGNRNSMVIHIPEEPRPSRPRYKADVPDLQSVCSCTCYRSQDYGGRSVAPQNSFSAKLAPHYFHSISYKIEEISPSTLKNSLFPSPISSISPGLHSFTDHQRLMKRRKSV
# MrgX1 agonist: activates human MrgX1 receptor signaling. Q96LB2. MrgX1-HEK293 cells, Fluo-4 calcium fluorescence, agonist mode; hits give high values. B-score at 10 µM. 310,000 compounds, 0.44% hits. AID 588627;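 active means calcium response B-score plate-corrected fluorescence ratio at least 3 library SD, with starting fluorescence B-score inside 5 SD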
# Target sequence (Q96LB2 whole entry, looked up): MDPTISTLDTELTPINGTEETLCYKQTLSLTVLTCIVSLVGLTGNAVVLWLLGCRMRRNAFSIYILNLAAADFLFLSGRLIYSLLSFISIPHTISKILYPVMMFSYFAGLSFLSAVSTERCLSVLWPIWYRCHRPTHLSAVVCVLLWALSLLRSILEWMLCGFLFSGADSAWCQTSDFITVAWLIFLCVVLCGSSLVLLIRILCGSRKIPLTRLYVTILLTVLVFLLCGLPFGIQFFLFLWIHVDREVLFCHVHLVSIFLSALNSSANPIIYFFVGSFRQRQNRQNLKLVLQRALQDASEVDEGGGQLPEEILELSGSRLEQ
#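 Material: HEK293 cells stably expressing human MrgX1 receptor | Quantity: 15,000 cells per well | Times: Cells plated overnight, dye loaded 0.5 h 37 °C, 0.5 h room temperature | Measured by: Kinetic Fluo-4 NW fluorescence of intracellular calcium | Control set: Positive and negative controls per plate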
# hERG protect: shields human hERG channel from block by proarrhythmic agents; Q12809; CHO-hERG, FluxOR thallium flux, dofetilide IC70 present; activation (rescue from dofetilide block), less the hit threshold, % at 10 µM; 310,000 compounds, 0.51% hits; AID 1511;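 active means activation above the mean of controls blocked by dofetilide plus 5 SD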;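 further: thallium influx through hERG after potassium depolarization seen as dye fluorescence rise; in these data hits start at about 4.7%; inactives centre near -7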
# RGS4 pot: potentiators or activators of RGS4; HEK293 M3R/inducible RGS4, carbachol calcium flux Fluo4; hits give low values; B-score at 10 µM; 310,000 compounds, 0.92% hits; AID 463111;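 active means B-score of the integrated calcium signal more than 4 SD below the library mean, with starting fluorescence not abnormally high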;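 further: negative B-score means reduced calcium response which marks RGS4 activation or potentiation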
#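 Also added: carbachol at ECmax as muscarinic agonist stimulus; Assay system: HEK293 cells with stable M3R and inducible RGS4; Timing: overnight RGS4 induction, 30 min dye load 37 °C, 20 min compound RT; Measured by: Fluo4-AM (2 µM) calcium-flux fluorescence, kinetic read.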
# KCNK3 block: human KCNK3 channel inhibition, primary screen. O14649. 340,000 compounds, 0.84% hits. B-score at 10 µM. AID 602410. CHO-KCNK3 thallium flux, FluxOR fluorescence; hits give low values;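 active means B-score under library mean minus 4 SD, starting fluorescence ratio at most library mean plus 5 SD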;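 further: more negative B-score means stronger inhibition of thallium flux through KCNK3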
# KCNQ1 act: human KCNQ1 channel potentiation or activation | 310,000 compounds, 0.35% hits | CHO-K1 KCNQ1, thallium flux FluxOR fluorescence; hits give high values | AID 2648 | B-score at 10 µM;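 active means fluorescence ratio B-score, a plate-corrected score, at least three library SD, with initial intensity B-score within 5 SD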
#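 Doses: Single concentration per compound, DMSO matched to controls | Test system: KCNQ1-transfected CHO-K1 cells | Timing: 90 min dye loading and 20 min compound exposure, both at room temperature | Measured by: Kinetic FluxOR thallium fluorescence, 10-s 1-Hz baseline, 110-s post-stimulus read | Medium: Assay buffer with matched DMSO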
# MrgX1 allo act: human MrgX1 positive allosteric modulation, primary screen; 310,000 compounds, 0.63% hits; B-score at 10 µM; Q96LB2; MrgX1-HEK293, Fluo-4 calcium flux, FDSS; hits give high values;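 active means plate-corrected calcium response at least 3 library SD above typical, normal starting fluorescence, not activating the receptor alone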;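 further: compound read alongside a low EC10 to EC30 dose of BAM8-22 agonist; peak minus trough fluorescence over baseline measured at the second addition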
# An asterisk follows results filed as active; i = inactive; . = not tested or not shown.
SMILES,RGS4 inh,KCNQ1 inh,TMEM16A act,ANO1 block,KCNK9 inh,MrgX1 agonist,hERG protect,RGS4 pot,KCNK3 block,KCNQ1 act,MrgX1 allo act
Cc1noc(C)c1C(=O)Nc1sc(C)c(-c2ccccc2)c1C#N,i,9*,i,25*,i,i,-12.7,i,i,i,i
Cc1ccccc1COc1ccc(/C(O)=C2/C(=O)C(=O)N(CCCn3ccnc3)C2c2ccco2)cc1 (centres undefined),i,i,i,i,i,i,-8.2,i,i,i,i
Cc1ccc(S(=O)(=O)N(CC(=O)Nc2ccccc2C(=O)O)c2ccccc2)cc1,i,i,i,i,i,i,-4.0,i,i,i,i
CCOC(=O)C1=C(C)NC2=C(C(=O)OC2)C1c1ccccc1 (centres undefined),i,i,i,i,i,i,-7.3,i,i,i,i
COc1ccc(CCNC(=O)c2cc3c(=O)n4cccc(C)c4nc3n(CC3CCCO3)c2=N)cc1 (centres undefined),i,i,i,i,i,i,-24.5,i,i,i,i
CCOC(=O)c1nc(-c2ccccc2)sc1C(C)=O,i,i,i,i,i,i,-5.8,i,i,i,i
COc1ccc(OCC(=O)NNC(=S)NC(=O)c2ccc([N+](=O)[O-])cc2)cc1,i,i,i,i,i,i,-18.2,i,i,i,i
CCCn1c2ccccc2c2cnn(CC(=O)NC3CCCC(C)C3C)c(=O)c21 (centres undefined),i,i,i,i,i,i,-8.8,i,i,i,i
CSCC[C@H](NC(=O)NCCC1=CCCCC1)C(=O)O,i,i,i,i,i,i,-1.3,i,i,i,i
CCOC(=O)C1=C(COC(=O)/C=C/c2ccccc2F)NC(=O)NC1C (centres undefined),i,i,i,i,i,i,-21.5,i,i,i,i
CCCCNC(=O)c1cc(-c2ccc(OC)c(OC)c2)on1,i,i,i,i,i,i,-8.5,i,i,i,i
CCOC(=O)[C@@H]1[C@H]2COc3ccccc3[C@H]2N2C(=O)N(c3ccc(Cl)cc3)C(=O)[C@@]12C,6.01*,i,i,i,i,i,-9.0,i,i,i,i
CC(C)(C)c1ccc(/C=C/C(=O)N2CCCCC2)cc1,i,i,i,.,i,.,2.0,i,-8.85*,i,.
COCCn1c(SCC(=O)N2CCC(C)CC2)nc2c(c1=O)SCC2,i,i,i,i,i,i,-4.4,i,i,i,i
Cc1ccc(N2CC(C(=O)NC3=NCCS3)CC2=O)cc1 (centres undefined),i,i,i,i,i,i,-8.8,i,i,i,i
CCCN1CCC(=O)N(CCO)CC1,i,i,i,i,i,i,-4.6,i,i,i,i
COc1ccc(OC)c(CNS(=O)(=O)c2cc(CN3C(=O)c4cccnc4C3=O)ccc2OC)c1,i,i,i,i,i,i,-7.2,i,i,i,i
COc1ccc(-n2c(C)n[nH]c2=O)cc1OC,i,i,i,i,i,i,-9.0,i,i,i,i
Cc1cc(C)c(NC(=O)CS(=O)CC(=O)Nc2ccc(F)cc2F)c(C)c1 (centres undefined),i,i,i,i,i,i,-7.4,i,i,i,i
CCC(C)NS(=O)(=O)c1cc2c3c(c1)CCN3C(=O)CC2 (centres undefined),i,i,i,i,i,i,-5.4,i,i,i,i
O=C(CC1CCCCC1)OCn1nnc2ccccc2c1=O,i,i,i,i,i,i,-7.3,i,i,i,i
CCOC(=O)c1c(NC(=O)CSc2nnc(-c3cccc(C)c3)n2CC)sc(C(C)=O)c1C,i,i,i,i,i,i,-17.1,-6.96*,i,i,i
O=C(CCC1CCCC1)Nc1cc(C(F)(F)F)ccc1N1CCOCC1,i,i,i,i,i,i,-10.8,i,i,i,i
Cc1[nH]c2ccccc2c1NC(=O)CN1CCN(Cc2ccc3c(c2)OCO3)CC1,i,i,.,.,i,.,-3.7,i,.,i,.
CCOC(=O)c1sc(N)nc1-c1ccccc1,i,i,i,i,i,i,-5.4,i,i,i,i
COc1ccc(-c2csc(N(CCCN(C)C)C(=O)c3cc(OC)c(OC)c(OC)c3)n2)cc1,i,i,i,i,i,i,-1.8,i,i,i,i
CCc1ccc(OC)c(S(=O)(=O)NCCOc2ccccc2)c1,i,i,i,i,i,i,-8.4,i,i,i,i
COc1ccc(C(=O)C2CCCN(C(=O)c3cccs3)C2)cc1F (centres undefined),i,i,i,i,i,i,-12.8,i,i,i,i
Cc1oc(C(=O)O)cc1COc1cccc2ccccc12,i,i,i,i,i,i,0.8,i,i,i,i
Nc1nc(-c2ccccc2)c(N=Nc2ccccc2Cl)s1,i,i,i,i,i,i,-6.2,i,i,i,i
CNC(=O)c1[nH]cnc1C(=O)Nc1ccccn1,i,i,i,i,i,i,-2.1,i,i,i,i
COc1cc(C(=O)Nc2nnc(CC(C)C)s2)c([N+](=O)[O-])cc1OC,i,i,i,i,i,i,-8.4,i,i,i,i
CC1=C(C(=O)OC(C)C)C(c2cccs2)NC(=O)N1 (centres undefined),i,i,i,i,i,i,-14.5,i,i,i,i
C=C(C)COc1ccc(-c2nc(N)nc(C(F)(F)F)c2-c2ccc(OC)cc2)c(O)c1,i,i,i,i,i,i,-8.8,i,i,i,i
O=C(NCc1ccc2c(c1)OCO2)c1cc(-c2cc(Cl)ccc2O)n[nH]1,i,i,i,i,i,i,-5.9,i,i,i,i
O=c1cc(-c2ccccc2)nc2c(-c3ccccc3)c(C(F)(F)F)[nH]n12,i,i,i,100*,i,i,54.3*,i,i,13*,i
Cc1ccccc1N1C(=O)C(Cl)=C(N2CCN(c3ccccc3)CC2)C1=O,i,i,i,i,i,i,-14.0,i,i,i,i
COc1cc(/C=N/NC(=O)CCc2c(C)n[nH]c2C)cc(OC)c1OC,i,i,i,i,i,i,-13.3,i,i,i,i
Cn1nnnc1SCC(=O)NC1CCCc2ccccc21 (centres undefined),i,i,i,i,i,i,6.3*,i,i,i,i
CCOc1ccccc1C(=O)Nc1cc(C)ccc1NC(=O)c1ccco1,i,i,i,i,i,i,-10.0,i,i,i,i
CC(C)OC(=O)c1cc(Cl)c(=O)n(Cc2ccc(Cl)cc2Cl)c1,i,i,i,i,i,i,-8.2,i,i,i,i
O=C(CNS(=O)(=O)c1ccc2ccccc2c1)OCc1csc(-c2ccccc2)n1,i,i,i,i,i,i,-8.7,i,i,i,i
O=C(NNC(=O)c1ncc(Cl)c(Cl)c1Cl)c1ccc(F)cc1,i,i,i,i,i,i,-11.4,i,i,i,i
O=c1c(-c2nnc(SCc3ccc(Cl)cc3)o2)cccn1Cc1ccccc1,i,i,i,i,i,i,-15.7,i,i,i,i
CCOC(=O)C(=CNc1ccc(N2CCOCC2)cc1)C(=O)OCC,i,i,i,i,i,i,0.3,i,i,i,i
CC(C(=O)N(C)C)N(C#N)c1nc(N(C)C)nc(N(C)C)n1 (centres undefined),i,i,i,i,i,i,0.1,i,i,i,i
O=c1[nH]cnc2c1sc1nc(-c3ccccc3)c3c(c12)CCCC3,i,i,i,i,i,i,-4.8,i,i,i,i
COc1ccc(Cl)cc1-n1c(=S)sc2c(=O)[nH]c(SCC(=O)NCC3CCCO3)nc21 (centres undefined),.,.,i,i,.,i,.,.,i,.,i
N#Cc1nc(-c2ccc(Cl)cc2)oc1NCCc1ccccn1,i,i,i,i,i,i,-12.5,i,i,i,i
Cn1cccc1C(=O)N1CCN(S(=O)(=O)c2ccccc2)CC1,i,i,i,i,i,i,-14.0,i,i,i,i
Cc1cc(-c2ccc(Cl)cc2)n2nc(C)cc2n1,i,i,i,i,i,i,-5.6,i,i,i,i
Cc1cc(C)c2[nH]c(=O)c(C(c3nnnn3Cc3ccc4c(c3)OCO4)N3CCC(C)CC3)cc2c1 (centres undefined),i,i,i,i,i,i,-7.3,i,i,i,i
Cc1cc(NC(=O)CC(C)C)c(=O)n(Cc2ccccc2F)c1,i,i,i,i,i,i,-10.3,i,i,i,i
CCOc1ccc(CCNC(=O)c2sc3nc4n(c(=O)c3c2C)CCC4)cc1,i,i,i,i,i,i,-5.4,i,i,i,i
CNC(=O)CSc1nc(N)c2c3c(sc2n1)CCC3,i,i,i,i,i,i,-6.5,i,i,i,i
Cc1ccc(NC(=O)c2csc3c2CCCC3)cc1,i,i,i,i,i,i,-0.8,i,i,i,i
O=C(CSC1=NS(=O)(=O)c2ccccc2N1)Nc1nccs1,i,i,i,i,i,i,-12.3,i,i,i,i
Cc1ccc(S(=O)(=O)c2nc(-c3ccco3)oc2N2CCC(C)CC2)cc1,i,i,i,i,i,i,-7.4,i,i,i,i
Cc1ccc2nc(-c3ccccc3)c(NC(=O)c3ccco3)n2c1,i,i,i,i,i,i,-4.8,i,i,i,i
CCOc1ccccc1Oc1coc2cc(O)ccc2c1=O,i,i,i,i,i,i,-11.7,i,i,i,i
# Next part
SMILES,RGS4 inh,KCNQ1 inh,TMEM16A act,ANO1 block,KCNK9 inh,MrgX1 agonist,hERG protect,RGS4 pot,KCNK3 block,KCNQ1 act,MrgX1 allo act
Nc1ccccc1-c1ccccc1N,i,i,i,i,i,i,-6.6,i,i,i,i
CC(C)(C)NC(=O)C(Cc1ccccc1)N1C(=O)c2ccccc2C1=O (centres undefined),i,i,i,i,i,i,-3.8,i,i,i,i
Cc1ccc(NC(=O)CCSc2nnc(Cc3ccccc3)o2)cc1,i,i,i,i,i,i,2.8,i,i,i,i
Cc1ccc(S(=O)(=O)NCc2ccncc2)cc1C,i,i,i,i,i,i,-14.8,i,i,i,i
COC(=O)c1cnc2ccccc2n1,i,i,i,i,i,i,-3.6,i,i,i,i
O=C1N=c2ccccc2=C1c1sc(=S)n(NC(=O)c2ccccc2)c1O,i,i,i,i,i,i,-14.7,i,i,i,i
COCCNC(=O)Cn1nc(Cc2ccncc2)c2ccccc2c1=O,i,i,i,i,i,i,-5.7,i,i,i,i
O=C(CCC(=O)N1CCOc2ccc(Cl)cc21)N1CCN(c2ccccn2)CC1,i,i,i,i,i,i,-11.0,i,i,i,i
CN(C)S(=O)(=O)c1ccc(Cl)c(NC(=O)COC(=O)c2cc(-c3ccccc3)nc3ccccc23)c1,i,6*,i,i,i,i,-10.2,i,i,i,i
